14-3-3 Bad PPI: inhibitors of 14-3-3 zeta/Bad binding, primary screen, biochemical, TR-FRET, bovine 14-3-3 zeta. inhibition, % at 21.7 µM. 14-3-3 protein zeta/delta (Bos taurus), P63103. 220,000 compounds, 0.71% hits. TR-FRET 14-3-3zeta/Dy647-pBad peptide displacement, 1 h;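 active = inhibition above about 70%, limit read from the data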;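 note: 0% = full 14-3-3 plus peptide FRET controls and 100% = background without 14-3-3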
FXIIa inh: human FXIIa protease inhibitors, primary screen, biochemical, 1536-well. inhibition, % at 5 µM. purified FXIIa, Boc-QGR-AMC fluorogenic substrate, 2 h. AID 800, 2007. Coagulation factor XII (Homo sapiens), P00748. 220,000 compounds, 0.3% hits; in the data active = inhibition above about 40%;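 note: 0% = enzyme with no compound and 100% = blank without enzyme; many of its hits are not listed in these tables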
Mdm2 ligase inh: MDM2-luciferase reporter signal enhancers, primary screen, MDM2 E3 ligase inhibitor project, cell-based, luminescence, 1536-well; E3 ubiquitin-protein ligase Mdm2 (Homo sapiens), Q00987; cell-based MDM2 ubiquitination luciferase reporter, 2 h; 0 = plate control, 100 = twice control, blank-subtracted; signal enhancement, % at 5 µM; 210,000 compounds, 0.11% hits; AID 1230, 2008;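 active = signal enhancement of 30% or more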;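 note: luminescence tracks abundance of the self-degrading MDM2-luciferase fusion protein; higher signal means inhibition of MDM2 E3 ligase activity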
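test system = mammalian cells stably expressing self-ubiquitinating, self-degrading MDM2 E3–luciferase fusion | quantity = 2000 cells/well | incubation = cell settling 4 h, compound treatment 2 h, both 37 °C | signal = luminescence with SteadyLite reagent, 15 min at room temperature | evaluation = % enhancement relative to plate controls after blank subtraction | benchmarks = plate controls and plate blanks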
p97 ATPase inh: inhibitors of human p97 ATPase, primary screen, biochemical; Transitional endoplasmic reticulum ATPase (Homo sapiens), P55072; recombinant p97 ATPase, Kinase-Glo ATP luminescence, 3 h; inhibition, % at 8 µM; 220,000 compounds, 0.42% hits; AID 1481, 2009; in the data active = inhibition above about 15%;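 note: 0% = DMSO vehicle and 100% = wells lacking enzyme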
eIF4E 4G PPI: eIF4E–eIF4G protein interaction inhibitors, primary screen, biochemical, uHTS, TR-FRET, eIF4GI fragment. Eukaryotic translation initiation factor 4E (Mus musculus) + Eukaryotic translation …. TR-FRET eIF4E-eIF4GI(517-606) binding, 2 h. inhibition, % at 21.7 µM. 220,000 compounds, 0.37% hits. AID 782, 2007;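 active = inhibition above about 30%, limit read from the data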;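 note: 0% = full FRET control wells and 100% = background wells lacking eIF4GI fragment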
FXIa inh 1536: human FXIa protease inhibitors, primary screen, biochemical, 1536-well; Coagulation factor XI (Homo sapiens), P03951; purified FXIa, Boc-Glu-Ala-Arg-AMC fluorogenic substrate; inhibition, % at 5 µM; 220,000 compounds, 0.14% hits;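 active = inhibition of at least 40%; inactive = inhibition below 40%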;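 note: fluorescence of freed AMC excited at 355 nm; 0% = enzyme without compound and 100% = no enzyme blank; many of its hits are not listed in these tables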
Target sequence (P03951 19-387 limits assumed): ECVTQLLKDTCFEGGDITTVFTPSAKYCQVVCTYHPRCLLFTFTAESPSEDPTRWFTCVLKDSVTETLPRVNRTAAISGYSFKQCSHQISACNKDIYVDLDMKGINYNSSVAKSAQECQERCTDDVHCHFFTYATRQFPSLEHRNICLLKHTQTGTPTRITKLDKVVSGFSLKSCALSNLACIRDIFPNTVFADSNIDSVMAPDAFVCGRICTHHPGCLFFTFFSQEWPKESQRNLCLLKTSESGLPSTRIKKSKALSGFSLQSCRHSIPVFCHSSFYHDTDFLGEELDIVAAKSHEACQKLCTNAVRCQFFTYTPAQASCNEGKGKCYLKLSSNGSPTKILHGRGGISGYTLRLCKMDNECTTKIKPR
Target sequence (P03951 388-625 limits assumed): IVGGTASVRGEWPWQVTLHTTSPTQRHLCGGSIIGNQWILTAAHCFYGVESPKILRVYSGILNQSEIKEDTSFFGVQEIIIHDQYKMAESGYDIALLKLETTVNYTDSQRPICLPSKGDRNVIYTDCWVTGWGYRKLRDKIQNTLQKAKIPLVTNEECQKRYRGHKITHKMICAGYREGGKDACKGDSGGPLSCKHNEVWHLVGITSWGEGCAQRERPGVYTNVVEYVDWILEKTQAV
Rad51 HR inh: human RAD51 strand exchange inhibitors, primary screen, biochemical, fluorescence; DNA repair protein RAD51 homolog 1 (Homo sapiens), Q06609; hRad51 DNA strand exchange, fluorescence dequenching; inhibition, % at 10 µM; 200,000 compounds, 0.085% hits; AID 1385, 2008;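 active = inhibition above 40% at the single screening dose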;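 note: 0% = DMSO control wells and 100% = blanks with heterologous ssDNA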
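Test system: preformed human Rad51 ssDNA filaments; also added: Donor/quencher-labelled 47-bp dsDNA substrate; doses: 10 µM final, single point; times: 37 °C 15-min filament assembly, 30-min compound preincubation, 15-min exchange; detection: FRET fluorescence dequenching, excitation 485 nm, emission 520 nm; read-out basis: Fluorescence-based percent inhibition, control- and blank-normalised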
KLK5 inh: human KLK5 protease inhibitors, primary screen, biochemical, 1536-well | Kallikrein-5 (Homo sapiens), Q9Y337 | inhibition, % at 5 µM | 210,000 compounds, 0.59% hits | recombinant hK5, fluorogenic AMC substrate cleavage | AID 873, 2007;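 active = inhibition of 40% or more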;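 note: 0% = enzyme controls without compound and 100% = no-enzyme blanks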
Target sequence (Q9Y337 67-293 limits assumed): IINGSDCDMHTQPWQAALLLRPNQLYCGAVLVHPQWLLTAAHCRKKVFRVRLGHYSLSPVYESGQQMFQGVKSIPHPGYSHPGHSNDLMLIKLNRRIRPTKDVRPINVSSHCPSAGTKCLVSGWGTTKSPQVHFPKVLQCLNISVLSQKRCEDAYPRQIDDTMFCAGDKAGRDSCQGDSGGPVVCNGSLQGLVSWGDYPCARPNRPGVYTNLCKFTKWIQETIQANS
Wee1 stabilizer: Wee1 degradation inhibitors, primary screen, cell-based, HeLa, Wee1K328M-luciferase, luminescence | reporter increase, % at 5 µM | HeLa Luc-Wee1K328M stability; 100% = proteasome inhibitor MG132 effect | 220,000 compounds, 1.2% hits | Wee1-like protein kinase (Homo sapiens), P30291 | AID 1321, 2008;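 active = activation above the mean of all tested compounds plus 3 SD, set per screening run, cut at about 8.8% in these data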;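 note: cells exposed to compound for 20 h before luminescence read; 0% = DMSO alone and 100% = MG132 at 30 µM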
* hit, by the source's call; . = not tested or not shown; [ ] = another dose, or the depositor's remark.

Sample of the layout (three entries):
Molecule,Wee1 stabilizer,Mdm2 ligase inh,FXIa inh 1536,14-3-3 Bad PPI,FXIIa inh,p97 ATPase inh,KLK5 inh,Rad51 HR inh,eIF4E 4G PPI
COc1ccc(-c2nc(CC(=O)O)cs2)cc1,1,-15,-4,0,6,4,-1,-1,3
Cc1ccc(S(=O)(=O)CCc2nnc(NC(=O)COc3cccc(C)c3)s2)cc1,-1,-7,3,-1,-2,5,-1,-8,2
O=C(Nc1cccnc1)c1ccc2c(c1)C(=O)N(CC1CCCO1)C2=O (configuration not stated),9,-11,-7,1,-3,3,-13,-12,-1

Results, repeating the preview:
Molecule,Wee1 stabilizer,Mdm2 ligase inh,FXIa inh 1536,14-3-3 Bad PPI,FXIIa inh,p97 ATPase inh,KLK5 inh,Rad51 HR inh,eIF4E 4G PPI
COc1ccc(-c2nc(CC(=O)O)cs2)cc1,1,-15,-4,0,6,4,-1,-1,3
Cc1ccc(S(=O)(=O)CCc2nnc(NC(=O)COc3cccc(C)c3)s2)cc1,-1,-7,3,-1,-2,5,-1,-8,2
O=C(Nc1cccnc1)c1ccc2c(c1)C(=O)N(CC1CCCO1)C2=O (configuration not stated),9,-11,-7,1,-3,3,-13,-12,-1
COc1ccc(C2NC(=S)NC(C)=C2C(=O)c2ccccc2)cc1OC (configuration not stated),-4,-6,8,5,6,5,-6,-5,6[fluorescence artefact?]
CCN(CC)Cc1c(NC(=O)c2ccccc2)sc(C)c1C,3,25,-4,-8,5,5,-3,2,-4
Cc1cc(C)c(OCC(=O)OCCNC(=O)c2cccnc2)c(C)c1,-1,-18,1,28,8,4,-9,-8,9
COCCn1nc2cc(C(=O)NCC34CC5CC(CC(C5)C3)C4)ccc2c1OC,-3,4,17,11,16,-2,6,4,0
CC(=O)c1cnc2c(-c3ccccc3)c(C)nn2c1C,1,-6,-5,-7,1,1,2,.,1
Cc1ccc(S(=O)(=O)NC(=O)CSc2nc3ccccc3s2)cc1,4,5,5,9,8,1,-6,2,1
O=C(NCCc1csc(-c2ccccc2)n1)c1ccc(Br)o1,-4,-6,6,-1,13,-4,-16,2,3
COC(=O)Cc1ccc(NC(=S)NNC(=O)C2CC2)cc1,7,-9,1,-12,9,7,-1,.,-3
CCCn1c(C(C)NC(C)=O)nc2ccccc21 (configuration not stated),-1,-16,-3,8,4,3,-14,-1,0
CCCCCn1c(CN2CCN(Cc3ccccc3)CC2)nc2c1c(=O)n(C)c(=O)n2C,0,0,3,5,12,-9,-17,1,2
Cc1ccc(NC(=O)NC(=O)N(C(C)C)S(C)(=O)=O)nc1,9,-12,18,20,16,8,-15,-2,0
O=C(c1c[nH]c2ccc(S(=O)(=O)N3CCOCC3)cc2c1=O)N1CCN(c2ccccn2)CC1,-2,-21,-1,23,16,3,-22,1,-5
Cc1ccc(SCC(=O)O/N=C(\N)c2cccc([N+](=O)[O-])c2)cc1,-2,-15,-2,-7[fluorescence artefact?],3,2,-1,.,-3
c1ccc(NCc2ccccn2)cc1,-1,-10,0,-15,10,6,3,2,1
CCSc1nnc(-c2cc(Br)ccc2N)c(=O)[nH]1,1,-12,0,2,5,3,-2,-1,0
COc1ccc2c(c1)CC/C(=C\C=C\c1ccccc1OC)C2=O,2,.,7,9,13,1,6,-3,1
COc1cc(OC)cc(C(=O)N[C@H](C(=O)Nc2cc(C)cc(C)c2)C(C)C)c1,-3,-6,-1,-1,8,-1,.,.,1
COc1ccccc1NC(=O)CCN1CCN(C)CC1,2,3,6,8,10,1,6,-5,-4
C/C(=N\OCc1ccc(C#N)cc1)c1cc2ccccc2o1,0,.,0,-3,14,4,8,3,-12
CC1CCc2nc(NC(=O)C3CCCO3)sc2C1 (configuration not stated),9.7*,-18,2,-3,16,-2,-22,-9,-4
C/C(=N\NC(=O)c1ccco1)c1ccc(NC(=O)c2ccccc2)cc1,1,-5,-1,-12,7,4,3,16,-3
N#C/C(=C\c1ccc(O)c([N+](=O)[O-])c1)c1nc2ccccc2s1,-3,-7,-6,41,5,9,-3,-74,12
CC(Sc1ccccc1)C(=O)Nc1ccc(S(=O)(=O)N2CCOCC2)cc1 (configuration not stated),2,-9,0,-12[fluorescence artefact?],0,-2,-4,1,1
CC(C)[C@H](NC(=O)Nc1ccccc1F)C(=O)O,-2,-15,-3,4[fluorescence artefact?],9,15*,-1,-9,0[fluorescence artefact?]
CCCN(CCC)CCNS(=O)(=O)c1ccc2c(c1)CCN2C(=O)C1CCC1,-1,-9,-3,1[fluorescence artefact?],16,-9,-2,0,-5[fluorescence artefact?]
CSc1nc2nc3c(cc2c(=O)n1-c1ccccc1C)COC(C)(C)C3,1,-14,0,4,7,-1,-1,9,2
CC(C)CC(=O)NCc1ccc(F)cc1,0,-5,-8,9,5,2,3,-5,12
COc1ccc(OC)c(-c2csc(N(CC3CCCO3)C(=O)Cc3ccccc3)n2)c1 (configuration not stated),3,-7,-4,-9,3,-1,-4,0,-1
Cc1ccc(CSC2=NCCN2C(=O)C(C)Oc2ccccc2)cc1 (configuration not stated),-1,-8,2,-6,-1,0,-3,4,-1
O=C(Nc1ccc(O)c2c(=O)cc(-c3ccccc3Cl)oc12)c1ccc(Cl)c(Cl)c1,.,21,-4,3,3,.,-4,7,-3
CCOC(=O)/C(C#N)=C/Nc1cc(C(=O)OCC)cc2c(OC)c(OC)ccc12,3,-9,1,-1,4,-8,-5,0,0
CN(C)c1ccc(NC(=O)CN2CCC(N3CCCCC3)CC2)cc1,0,1,9,75*,13,-2,14,-9,-5
CCOc1cc(CN2CCCC(CNC(=O)c3ccc(F)cc3)C2)ccc1OC (configuration not stated),2,-18,0,5,12,-3,-1,5,-2
CSc1ccccc1C(=O)N1CCOCC1,0,-11,-3,7[fluorescence artefact?],3,9,-26,1,-2
COc1ccc(S(=O)(=O)N2CCC(C(=O)N3CCOCC3)CC2)cc1,0,1,3,0,4,2,4,-3,1[fluorescence artefact?]
CCN(CC)CCC(c1ccc(N(C)C)cc1)c1c(O)cc(OC)cc1OC (configuration not stated),.,-12,-5,-5,0,.,-5,-4,0
COc1cccc(NC(=O)CN(C)C(C)C(=O)Nc2ccc(C(C)=O)cc2)c1 (configuration not stated),0,4,-1,-18,5,4,-1,3,4
CC(C)CC(=O)NC(=S)NNC(=O)c1ccc(NC(=O)C2CCCCC2)cc1,0,-10,3,3,8,4,-78,-6,-1
COc1ccc(NC(=O)Cn2nnc(C(=O)NCCc3ccccc3)c2N)cc1,1,3,26,6,24,-4,25,-9,2
CC1CCC2(CC1)NC(=O)N(CC(=O)NCc1cccs1)C2=O (configuration not stated),2,-4,-5,-5[fluorescence artefact?],6,4,-2,-2,1[fluorescence artefact?]
CCOC(=O)C1=C(C)NC(C)=C(C(=O)OCC)C1c1cc2ccc(C)cc2[nH]c1=O,4,5,-1,.,11,1,-16,-9,.
CCc1ccc(/C=C/C(=O)c2ccc(N3CCOCC3)cc2)cc1,-2,-18,2,-91[fluorescence artefact?],12,1,-2,-4,-26
COc1cc(-c2nc(-c3ccccc3)c(-c3cccs3)[nH]2)cc(OC)c1O,0,-9,-11,-2[fluorescence artefact?],-17,8,-23,-5,7[fluorescence artefact?]
Cc1cccc(NC(=O)C(NS(=O)(=O)c2ccc3c(c2)CCC(=O)N3)c2ccccc2)n1 (configuration not stated),-1,-12,3,9,4,-2,-10,-2,-3[fluorescence artefact?]
CN1CCN(C(c2cccc(C(F)(F)F)c2)c2nnnn2Cc2ccccc2)CC1 (configuration not stated),4,-7,8,9,-3,-3,-10,-6,5
CCN1CCN(CC(=O)Nc2cc3c(cc2C(C)=O)OCO3)CC1,1,-18,4,60,13,-5,3,-3,2
COc1ccc(CNC2CCCC2)c(OC)c1OC,-1,2,-5,6,3,0,-4,10,1
COCC(=O)NCCSc1c(C)[nH]c2ccccc12,3,-4,0,4,7,-1,0,-2,2
CCC(=O)Nc1cc(-c2nn(C)c(=O)c3ccccc23)ccc1N1CCCCC1,-3,-8,3,-8,12,-5,0,11,3
Cn1c(N)c(C(=O)c2ccc(C#N)cc2)c(=O)n(C)c1=O,3,-9,1,-2,10,4,-10,2,5
CC(=O)Nc1ccc(S(=O)(=O)NCC(=O)OCC(=O)c2cc(C)n(-c3ccc4c(c3)OCO4)c2C)cc1,-2,2,6,-5[fluorescence artefact?],13,4,-12,2,16
Cc1cccc(/C=C2\Oc3cc(OS(C)(=O)=O)ccc3C2=O)c1,-4,-6,0,-2[fluorescence artefact?],2,-4,-7,-3,0[fluorescence artefact?]

Screening data: PubChem BioAssay, several laboratories
